High-throughput results deposited in PubChem BioAssay by several laboratories.
OX1R antag-1: blocks the human orexin 1 receptor; O43613; CHO/OX1R cells, Fluo-8 calcium fluorescence, orexin A; AID 434989; hit rate 0.43% among 330,000; inhibition, % at 5 µM;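 active means inhibition above its plate's threshold, mean inhibition of all tested compounds on the plate plus 3 SD, cut at about 37% in these data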;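 further: 0% = orexin A challenge wells and 100% = SB-334867-A antagonist wells; not every result past the cut was called active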
Target sequence (O43613 whole entry, looked up): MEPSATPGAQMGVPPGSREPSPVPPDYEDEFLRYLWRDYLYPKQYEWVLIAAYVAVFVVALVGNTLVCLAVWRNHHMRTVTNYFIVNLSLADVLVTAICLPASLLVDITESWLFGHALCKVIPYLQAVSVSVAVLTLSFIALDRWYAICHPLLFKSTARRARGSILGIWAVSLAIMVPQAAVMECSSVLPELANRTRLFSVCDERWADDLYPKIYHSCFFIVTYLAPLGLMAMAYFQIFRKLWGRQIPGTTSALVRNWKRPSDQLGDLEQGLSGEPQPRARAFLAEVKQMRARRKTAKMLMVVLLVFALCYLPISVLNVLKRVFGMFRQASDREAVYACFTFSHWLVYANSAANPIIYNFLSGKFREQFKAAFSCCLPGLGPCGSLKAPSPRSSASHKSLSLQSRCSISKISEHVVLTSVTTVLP
STK33 inh: blocks human STK33 kinase activity; AID 2661; inhibition, % at 10 µM; purified STK33, MBP phosphorylation, ADP-Glo luminescence; hit rate 0.073% among 320,000; Q9BYT3;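 active means inhibition at or above 25%, using the most active replicate where run in duplicate; inactive means inhibition below 25%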
Target sequence (Q9BYT3 whole entry, looked up): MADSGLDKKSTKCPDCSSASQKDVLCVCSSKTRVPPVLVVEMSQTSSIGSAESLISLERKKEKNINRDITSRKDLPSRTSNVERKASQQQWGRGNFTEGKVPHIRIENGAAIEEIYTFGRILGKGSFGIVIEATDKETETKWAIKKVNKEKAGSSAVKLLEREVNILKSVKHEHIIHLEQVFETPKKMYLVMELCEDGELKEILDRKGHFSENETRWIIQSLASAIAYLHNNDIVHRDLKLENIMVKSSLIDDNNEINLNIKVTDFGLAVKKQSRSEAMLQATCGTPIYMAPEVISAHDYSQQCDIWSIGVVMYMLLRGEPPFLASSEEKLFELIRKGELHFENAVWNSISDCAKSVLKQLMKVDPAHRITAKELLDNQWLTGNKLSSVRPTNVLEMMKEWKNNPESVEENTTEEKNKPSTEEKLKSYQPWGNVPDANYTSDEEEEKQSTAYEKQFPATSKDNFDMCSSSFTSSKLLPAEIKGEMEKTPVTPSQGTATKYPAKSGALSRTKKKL
OX1R antag-2: blocks the human orexin 1 receptor; O43613; OX1R-expressing cells, FRET antagonist read-out; inhibition, % at 6.6 µM; hit rate 1.8% among 330,000; AID 485270; in the data active means inhibition mostly above about 38%, no sharp cut-off; inactive means mostly below about 40%;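 further: 0% = agonist challenge alone and 100% = reference antagonist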
The depositor's hits bear a star; . = not tested or not shown.

OX1R antag-1	OX1R antag-2	STK33 inh	smiles
-2.9	18.7	.	COc1ccc(CC(NC(C)=O)C(=O)NC2CCN(c3c(Cc4ccccc4)c(C)nc4ncnn34)CC2)cc1OC (configuration not stated)
-23.1	0.5	-0.7	Cc1onc(-c2c(Cl)cccc2Cl)c1C(=O)NNc1ccccc1
-1.6	12.2	-1.7	Nc1ccc(N2CCOCC2)c(Cl)c1
-31.2	11.0	-1.1	CN(Cc1ccccc1)S(=O)(=O)c1cccc2cccnc12
-13.8	14.9	-0.3	Cc1ccc(O)c(Cn2nnc3ccccc32)c1
-7.5	12.6	7.3	O=C(COc1ccc(S(=O)(=O)N2CCCC2)cc1Cl)NC1CCCC1
-18.0	1.3	-0.9	Cn1c(=O)c2c(nc(NCCc3ccccc3)n2CC(=O)NCCc2ccccc2)n(C)c1=O
-16.2	29.9	-0.6	O=C(N/N=C/C(Cl)=C/c1ccccc1)c1ccccn1
-20.8	33.6	1.7	CC1CCCN(CCCNC(=O)c2coc3nc4ccccc4nc23)C1 (configuration not stated)
-38.6	9.4	-1.1	Cc1oc(-c2ccccc2)nc1CSc1nc2c(c(=O)[nH]1)CCC2
-10.2	27.7	-0.7	Cc1cccc(NC(=O)c2ccc(S(=O)(=O)N(C)CC3CCCO3)cc2)c1C (configuration not stated)
7.8	24.0	13.6	COc1ccc2[nH]cc(CCNS(=O)(=O)c3ccccc3)c2c1
4.3	10.2	-0.7	NC(=O)c1ccccc1NC(=S)NC(=O)CCc1ccccc1
-22.9	15.8	-1.3	C#CCN(CC=C)C(=O)c1ccc2nc(C3CCCCC3)oc2c1
-3.9	3.5	0.3	O=C(Nc1ccc(OC(F)(F)F)cc1)C1CC(=O)N(Cc2ccco2)C1 (configuration not stated)
-3.7	10.9	1.4	CCCNC(=O)C1CNc2ccccc2O1 (configuration not stated)
-8.5	25.7	-1.7	CC[n+]1ccc(C(=O)NCc2ccccc2)cc1
-27.4	24.8	-2.6	CC1CC(C)CN(S(=O)(=O)c2ccc3oc(=O)ccc3c2)C1 (configuration not stated)
-20.9	23.8	-1.0	COc1ccc(-n2nnnc2SCC(=O)NNC(=O)c2ccc([N+](=O)[O-])cc2)cc1
-17.8	12.0	-3.0	CC(=O)Nc1cc2c(ccc3ccccc32)oc1=O
3.6	14.1	-2.8	COc1ccc(S(=O)(=O)N2CCCC2CNC(=O)C(=O)NC2CC2)cc1 (configuration not stated)
-16.6	2.8	0.7	CC(C)(C)NC(=O)Cn1c(Cl)nc2ccccc21
-6.0	-1.7	1.0	Cc1ccc2oc(=O)c3cnn(CC(=O)NCCN4CCOCC4)c3c2c1
-24.4	21.5	-0.4	Cc1cccc(NC(=O)NC(C)C(c2ccccc2)N2CCN(C)CC2)c1 (configuration not stated)
-4.7	15.8	2.0	O=[N+]([O-])c1cccc(Oc2cnccn2)c1
45.2	20.8	-0.1	COC(=O)c1ccc(NC(=O)c2nc(S(=O)(=O)Cc3cccc(C)c3)ncc2Cl)cc1
-20.6	14.0	-1.6	CC(C)c1ccc(/C=N/NC(=O)CC(=O)NC2CCCCC2)cc1
-28.4	12.5	-0.9	CCn1c(N2CCN(C(=S)NC)CC2)nc2ccccc21
-20.5	35.7	.	CCN(CC(=O)Nc1ccccc1C(F)(F)F)C(=O)CCOc1ccc(C)cc1
-4.8	15.5	-1.1	COc1nc(N2CCCCCC2)nc(N2CCCCCC2)n1
-48.4	23.4	-1.0	CN(C)c1ccc(P(=O)(OCc2ccccc2)C(O)c2ccc(Cl)cc2)cc1 (configuration not stated)
22.8	5.9	-1.6	CCOC(=O)c1ccc(NC(=O)Nc2ccc(S(N)(=O)=O)cc2)cc1
-8.9	8.0	-2.1	COc1cccc(NC(=S)N2CCc3cc(OC)c(OC)cc3C2COc2ccc3c(C)cc(=O)oc3c2)c1 (configuration not stated)
4.2	7.1	-2.2	CCOc1ccc(C2CC(=O)NC(SC)=C2C#N)cc1 (configuration not stated)
-8.2	16.3	-0.8	O=S(=O)(Cc1cccc(F)c1)c1c[nH]c2ccccc12
-12.6	2.2	-0.5	CCOC(=O)c1c(C)c(C(=O)NC(C)COC)c(C)n1C (configuration not stated)
-22.4	55.3*	-2.0	COc1ccc(-c2c(=O)n(OCc3ccccn3)c3ccccc3[n+]2[O-])cc1OC
1.1	-2.2	-1.2	CN1c2ccccc2C2(C)CCCC3=Cc4cc([N+](=O)[O-])cc([N+](=O)[O-])c4OC312 (configuration not stated)
-32.3	9.9	-1.1	CN(C)c1cc(-c2ccc(Cl)cc2Cl)oc(=O)c1Cl
3.7	4.5	0.0	Cc1nc2ncnn2c(C)c1CCC(=O)Nc1csc(N)n1
-21.6	-1.7	-1.5	O=S(=O)(c1ccc(-c2csc(-c3cccnc3)n2)cc1)N1CCCCC1
-15.9	2.6	-3.3	COc1ccc(-n2nc3c(c2NC(=O)c2c(-c4ccccc4Cl)noc2C)CS(=O)(=O)C3)cc1
-18.3	11.9	-1.0	Cc1c(C=O)c2ccccn2c1C(=O)c1ccccc1Cl
-7.9	5.5	0.1	Cc1cc(Br)ccc1NC(=O)CNC(=O)c1cnn(C)c1
-16.0	31.1	-2.4	O=C(C/C=N\OCc1ccc([N+](=O)[O-])cc1)Nc1ccc(Cl)cc1
-5.8	21.5	-1.3	Cc1nc(-c2ccc(-c3ccon3)s2)no1
1.2	2.6	-0.9	CC1=C(C(N)=O)C(c2cccs2)NC(=O)N1 (configuration not stated)
7.5	-0.7	-0.8	COCCNc1nc2ccccc2n2cnnc12
-16.1	45.6	-2.1	O=[N+]([O-])c1cccc(-c2ccc(SCc3cccnc3)nn2)c1
-9.4	14.2	0.2	Cc1onc(-c2ccccc2Cl)c1C(=O)N1CCN(c2ncccn2)CC1
-14.7	7.0	-1.4	COc1ccc(/C(N)=N/OC(=O)c2ccc(C)c([N+](=O)[O-])c2)cc1OC
-28.8	20.2	-0.4	O=C(Oc1cccc(NC(=O)c2ccco2)c1)c1ccc(Br)c(S(=O)(=O)N2CCCCC2)c1
10.4	-8.3	0.1	CCSc1nc(C)c(C(C)=O)cc1C#N
-20.6	8.0	-1.6	C=CCOC(=O)C1=C(C)NC(SCC(N)=O)=C(C#N)C1c1ccc(C)cc1 (configuration not stated)
-14.0	20.1	0.7	CC(=O)N1CCN(C(=O)c2cc(S(=O)(=O)Nc3ccc(S(C)(=O)=O)cc3)ccc2Cl)CC1
-10.9	25.7	-0.4	NS(=O)(=O)c1ccc(CCNC(=O)COC(=O)CN2C(=O)C3CCCCC3C2=O)cc1 (configuration not stated)
-4.1	9.8	0.2	COc1ccc(-c2noc(CNC(=O)CCN3C(=O)[C@H]4CC=CC[C@H]4C3=O)n2)cc1
-36.2	24.2	-1.9	COc1ccc(NS(=O)(=O)c2ccc(C)c(C(=O)OC(C)C(=O)N3CCOCC3)c2)cc1 (configuration not stated)
-4.1	12.7	0.2	Cc1c(C(=O)O)nnn1-c1nonc1N
8.6	2.4	0.2	Cc1cccc(NC(=O)c2nc[nH]c2C(=O)NCCN(CCNC(=O)c2[nH]cnc2C(=O)Nc2cccc(C)c2)CCNC(=O)c2[nH]cnc2C(=O)Nc2cccc(C)c2)c1

Further results
OX1R antag-1	OX1R antag-2	STK33 inh	smiles
-15.0	17.5	-1.8	CN(C1CCS(=O)(=O)C1)S(=O)(=O)c1cccs1 (configuration not stated)
-9.3	21.7	-0.6	Cn1c2ccccc2c2cnn(CC(=O)Nc3ccc(Cl)cc3)c(=O)c21
-7.1	38.6	-0.8	CCCCCCCCCc1nc2sc3c(c2c(=O)n1NC(=O)c1ccccc1[N+](=O)[O-])CC(C)(C)OC3
-9.7	0.3	-1.5	Cc1ccccc1C(=O)N/N=C/c1ccsc1C
-7.7	-0.1	0.0	O=C(c1cccnc1)N1CCN(Cc2cccc(Br)c2)CC1
-27.1	30.2	-2.0	CCn1c(=O)n(CC)c2cc(NC(=O)CSc3ccc([N+](=O)[O-])cn3)ccc21
-20.9	16.6	-0.5	COc1ccc(CN2CCN(Cc3cccc(OC)c3)C(CCO)C2)cc1 (configuration not stated)
-14.3	20.8	.	COC(=O)c1ccc(C)c(NC(=O)CCn2[nH]c(=O)ccc2=O)c1
-15.1	31.3	0.8	Cc1ccc2[nH]c(=O)c(CN(CCCN3CCOCC3)Cc3nnnn3C3CCCC3)cc2c1
-18.5	25.9	-1.2	COCCCNC(=S)N1CCCC(c2nc3cc(C)c(C)cc3[nH]2)C1 (configuration not stated)
-8.3	8.9	-0.4	CC(=O)N1CCN(S(=O)(=O)c2cccc(C(=O)OCC(=O)N3CC(=O)Nc4ccccc43)c2)CC1
-3.8	2.1	-1.1	COc1ccc(CN2C(=O)CS(=O)CC2=O)cc1OC
-14.0	9.8	-1.2	COc1ccc(C2=NS(=O)(=O)N(C)C(C(=O)NC(C)c3ccccc3)=C2)cc1 (configuration not stated)
0.2	20.9	1.5	Clc1ccc(/C=N/c2c(-c3ccco3)nc3ccccn23)cc1
-22.7	6.5	-1.1	CCNC(=S)NNC(=O)c1csc2ccccc12
-19.3	7.4	1.0	CNC(=S)N(Cc1cccs1)Cc1cc2cc(OC)c(OC)cc2[nH]c1=O
-32.5	16.6	-2.7	Cc1cccc(/C=N/Nc2cc(N3CCOCC3)nc(N3CCOCC3)n2)c1
-21.9	17.1	-1.4	O=C(Cn1nc(C(=O)O)c2ccccc2c1=O)NCC1CCCO1 (configuration not stated)
-13.3	5.7	-0.8	CC(=O)c1ccc(OCCCCOc2ccc(C(C)=O)cc2)cc1
-36.8	-0.1	.	C[C@@H]1CN([C@H](C)CO)C(=O)c2cc(NC(=O)Nc3ccc(C(F)(F)F)cc3)ccc2O[C@H]1CN(C)Cc1ccc(Cl)c(Cl)c1
4.5	62.6	-0.6	Cc1cccc(C(=O)Nc2ccc(C(=O)/C=C/c3cccs3)cc2)c1
5.4	9.4	-0.5	Clc1ccc(OCCCn2cncn2)cc1Cl
-18.2	8.0	0.4	CN(c1ccccc1C(=O)Nc1ccc(CC#N)cc1)S(=O)(=O)c1ccccc1
-21.9	-2.1	-1.2	CC1CCN(S(=O)(=O)c2ccc(C(=O)NCc3ccc4c(c3)OCO4)cc2)CC1
-29.5	20.6	-2.3	Cn1cccc1/C=C1\SC(=S)N(NC(=O)c2ccccc2Cl)C1=O
-10.3	9.2	-0.8	Cc1noc(/C=C/c2ccco2)c1S(=O)(=O)N1CCC(C(=O)N(C)Cc2ccccc2)CC1
-14.0	4.6	-1.1	Cc1cc2c(c(=O)n1CC1CCCO1)C(c1ccc3c(c1)OCO3)C(C#N)=C(N)O2 (configuration not stated)
-13.7	9.9	0.6	O=S(=O)(NC1CCCC1)c1ccc(S(=O)(=O)N2CCN(c3ccccc3)CC2)cc1
5.9	15.1	-0.4	CC(=O)Nc1cccc(/C(C)=N/NC(=O)c2ccc(CN3CCOCC3)cc2)c1
-7.0	11.2	0.6	CC1CC(=O)Nc2ccccc2N1S(=O)(=O)c1ccccc1 (configuration not stated)

The closing 5 records of the part before lead into the next.
OX1R antag-1	OX1R antag-2	STK33 inh	smiles
-10.3	9.2	-0.8	Cc1noc(/C=C/c2ccco2)c1S(=O)(=O)N1CCC(C(=O)N(C)Cc2ccccc2)CC1
-14.0	4.6	-1.1	Cc1cc2c(c(=O)n1CC1CCCO1)C(c1ccc3c(c1)OCO3)C(C#N)=C(N)O2 (configuration not stated)
-13.7	9.9	0.6	O=S(=O)(NC1CCCC1)c1ccc(S(=O)(=O)N2CCN(c3ccccc3)CC2)cc1
5.9	15.1	-0.4	CC(=O)Nc1cccc(/C(C)=N/NC(=O)c2ccc(CN3CCOCC3)cc2)c1
-7.0	11.2	0.6	CC1CC(=O)Nc2ccccc2N1S(=O)(=O)c1ccccc1 (configuration not stated)
-18.6	17.3	0.3	Cc1ccccc1-n1nc2c(c1NC(=O)c1ccc(S(=O)(=O)N(C)C)cc1)CSC2
-12.6	-8.2	-1.2	CCOC(=O)N1CCN(C(=O)Cc2ccccc2OC)CC1
-5.9	8.8	.	COc1ccc(C(NC(=O)N2CC(C)OC(C)C2)C(Cl)(Cl)Cl)cc1F (configuration not stated)
-7.7	10.8	0.1	O=S(=O)(c1ccccc1)c1nc(Nc2ccccc2N2CCOCC2)sc1Cl
-9.9	38.0	-0.5	COCCCNC(=O)C1CCCN(S(=O)(=O)c2cccc3nsnc23)C1 (configuration not stated)
-10.6	-1.8	0.0	O=C(CC1NC(=O)NC1=O)NC1(C(=O)NC2CCCCC2)CCCCC1 (configuration not stated)
-21.0	4.7	1.0	COc1ccccc1C(=O)COC(=O)CCNS(=O)(=O)c1ccc(C)c(C)c1
-2.7	11.5	-0.3	CC(N=Cc1ccccc1O)c1ccccc1 (configuration not stated)
4.0	25.9	-1.5	COc1ccc(CN2CCC(=O)N([C@H](CO)c3ccccc3)CC2)cc1
-17.4	-10.6	-1.8	Cc1c(C(=O)OCC(=O)Nc2ccc(C(=O)N(C)C)cc2)oc2ccccc12
-5.5	14.4	-0.9	Cc1ccc(-n2c(=O)c3sccc3n(Cc3cc(=O)n4cc(Cl)ccc4n3)c2=O)cc1F
0.3	41.0	-0.1	NC(=O)c1cc([N+](=O)[O-])ccc1NCc1ccc(O)cc1
-33.8	8.8	-0.9	CCN1C(=O)[C@H]2[C@@H](c3ccc(-c4ccc(F)cc4)c(OC)c3)N3CCCC[C@@]3(C(=O)OC)[C@H]2C1=O
-8.1	8.2	-0.6	Fc1ccc(NC(=S)N2CCCC2)cc1
-10.3	21.5	1.6	C=CCN(Cc1nc(-c2ccc(OC)cc2)no1)C(=O)c1ccc2c(c1)OCO2
-5.9	8.0	-1.7	C=CCn1c(C(C)NC(=O)c2ccccc2C)n[nH]c1=S (configuration not stated)
